# TDP1 block: blocks human tyrosyl-DNA phosphodiesterase 1 | Q9NUW8 | recombinant TDP1, AlphaScreen DNA substrate cleavage | Potency, µM (series often up to 130 µM), without a hit: at the top dose activity change, negative = inhibition, hits mostly inhibitors | hit rate 0.28% among 350,000 | AID 485290; further: nearly all actives have a fitted effect of over 40% in size
# Target sequence (Q9NUW8 whole entry, looked up): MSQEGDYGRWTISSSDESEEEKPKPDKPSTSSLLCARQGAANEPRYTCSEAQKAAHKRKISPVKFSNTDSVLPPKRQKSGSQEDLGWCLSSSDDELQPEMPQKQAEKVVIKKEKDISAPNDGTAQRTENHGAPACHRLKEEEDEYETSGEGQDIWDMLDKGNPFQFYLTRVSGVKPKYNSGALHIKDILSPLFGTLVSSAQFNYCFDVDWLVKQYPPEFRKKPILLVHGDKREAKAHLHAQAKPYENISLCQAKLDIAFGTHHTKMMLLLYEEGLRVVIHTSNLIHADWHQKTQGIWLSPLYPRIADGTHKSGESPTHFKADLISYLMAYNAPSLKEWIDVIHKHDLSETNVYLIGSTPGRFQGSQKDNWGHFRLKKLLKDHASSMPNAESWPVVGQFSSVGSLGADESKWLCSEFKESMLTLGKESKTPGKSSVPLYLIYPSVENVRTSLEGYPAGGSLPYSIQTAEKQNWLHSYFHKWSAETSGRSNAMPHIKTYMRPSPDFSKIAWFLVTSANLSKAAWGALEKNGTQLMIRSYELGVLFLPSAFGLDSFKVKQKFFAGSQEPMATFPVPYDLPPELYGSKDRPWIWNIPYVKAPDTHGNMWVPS
#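 Tdp1 1 nM final; 15 min RT w/ cpd; substrate 15 nM, 5 min; beads 10 ug/ml, 10 min; AlphaScreen read. Neg ctrl: no enzyme.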
# TDP1 cell noCPT: qHTS for Inhibitors of human tyrosyl-DNA phosphodiesterase 1 (TDP1): qHTS in cells in absence of CPT | DT40 Tdp1-/- hTDP1 cells, no CPT, ATP luminescence, 48 h | Potency, µM (series often up to 46.2 µM), without a hit: at the top dose activity change, negative = growth inhibition, hits mostly inhibitors | hit rate 15% among 420,000; further: nearly all actives have a fitted effect of over 55% in size
#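 A cellular qHTS used chicken DT40 cells lacking endogenous Tdp1 but carrying stably transfected human TDP1. Compounds were applied without camptothecin, and cell growth kinetics were judged by ATP-dependent luminescence after ≥48 hr.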
# TDP1 cell CPT: DT40-hTDP1 cell growth loss with CPT. chicken DT40 Tdp1-/-;hTDP1 cells + 20 nM CPT, ATP luminescence, 48 h. Potency, µM (series often up to 46.2 µM), for inactives: at the highest dose activity change, negative = growth inhibition, hits mostly inhibitors. hit rate 12% among 420,000. AID 686979; further: nearly all actives have a fitted effect of over 55% in size
#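 Chicken DT40 Tdp1-/- cells complemented with human TDP1, 400 cells/well, exposed to compounds plus 20 nM camptothecin for at least 48 h at 37 C; viability read as ATP content by CellTiter-Glo luminescence.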
# Starred values were filed as active, the others as inactive; ? = inconclusive; . = no result given; [ ] = remark or other dose. The call rests on the fitted dose curve; in most records, active means well fitted curve in the direction sought with a large enough effect; inconclusive means small, poorly fitted or top-dose-only effect, or another doubt; inactive means no such curve, though single readings can be large; an effect the other way counts as inactive or inconclusive. On the % scale 0 is the no-effect control and ±100 the full control effect; potency means the concentration at half of the fitted maximal effect.
compound	TDP1 block	TDP1 cell noCPT	TDP1 cell CPT
CCc1cc2ccc(C)cc2nc1SCC(=O)c1ccc(NC(C)=O)cc1	1.0%	-22.1%	-22.1%
COc1cccc(/C=N/NC(=O)C(=O)NCc2cccnc2)c1OC	8.4%	9.6%	17.0%
COc1ccc(C=C2SC(=S)N(CCCC(=O)Nc3ccc(C(=O)O)c(O)c3)C2=O)cc1OC	.	-6.3%	7.3%
COc1ccc(C(=O)C2CCCN(Cc3cccn3-c3cccnc3)C2)cc1OC (stereo not given)	.	14.6µM*	16.4µM*
Cc1cccc2c1nc(-c1ccccc1)n1cnnc21	-11.3%	-14.3%	-17.7%
CCNC(=O)c1cc2c(c(-c3cccc(-c4cccc(C(=O)N(C)C)c4)c3)n1)[C@H](CCO)N(S(=O)C(C)(C)C)C2 (stereo not given in full)	.	?	-5.0%
CCCC(=O)N1CCN(c2ccc(NC(=O)c3ccc(OCC)c([N+](=O)[O-])c3)cc2)CC1	-4.8%	-27.0%	-6.5%
CCOC(=O)c1c(NC(=O)CSC(=S)N2CCOCC2)sc(C)c1C	1.1%	-29.1%	-13.3%
COc1cccc(NC(=O)CSc2ccc3nnc(-c4ccccn4)n3n2)c1	1.2%	3.2%	-22.9%
O=C(Nc1ccc(-c2nc3ccccc3o2)cc1)c1ccc(N2C(=O)C3C4C=CC(C4)C3C2=O)cc1 (stereo not given)	6.6%	?	?
COc1ccc2c(c1)c(/C=N/Nc1ccc(C(=O)O)cc1)c(C)n2C	10.3%	-15.3%	10.0%
COc1ccc(/C=N/OC(=O)Nc2ccccc2)cc1[N+](=O)[O-]	1.3%	-17.2%	4.2%
O=C(NCC1Cc2cccc(-c3ncccn3)c2O1)C1CCOC1 (stereo not given)	.	-6.2%	9.9%[9.04 µM]
CCC(C)(C)NC(=O)CN(C(=O)CCC(=O)Nc1nccs1)c1cccc(C)c1	2.8%	-5.7%	3.3%
Cc1cc(-n2c(C)cc(C(=O)COc3ccc4ccc(=O)oc4c3)c2C)no1	-1.5%	?	?

# Record cards, from the list above. Order of screens: TDP1 block | TDP1 cell noCPT | TDP1 cell CPT
# `Cc1cccc2c1nc(-c1ccccc1)n1cnnc21` is listed with -11.3% | -14.3% | -17.7%
# `O=C(Nc1ccc(-c2nc3ccccc3o2)cc1)c1ccc(N2C(=O)C3C4C=CC(C4)C3C2=O)cc1` (stereo not given) is listed with 6.6% | ? | ?
# `CCCC(=O)N1CCN(c2ccc(NC(=O)c3ccc(OCC)c([N+](=O)[O-])c3)cc2)CC1` is listed with -4.8% | -27.0% | -6.5%
# `CCNC(=O)c1cc2c(c(-c3cccc(-c4cccc(C(=O)N(C)C)c4)c3)n1)[C@H](CCO)N(S(=O)C(C)(C)C)C2` (stereo not given in full) is listed with . | ? | -5.0%

# (list continues)
compound	TDP1 block	TDP1 cell noCPT	TDP1 cell CPT
CC(C)CC(=O)N1CCN(C(=O)c2ccco2)CC1	-2.3%	-17.1%	23.8%
COc1ccc(C(=O)C(=O)N2CCN(C(=O)OCc3ccccc3)CC2)cc1	.	?	?
C/C(N)=C(/C#N)C(=O)CN1CCCCC1	5.2%	-1.7%	-10.5%
Cc1ccc(CS(=O)(=O)CCC(=O)NC2CC2)cc1	3.1%	-0.1%	5.0%
CCc1ccc(-c2nc(CS(=O)CC(=O)NCc3ccccc3)c(C)o2)cc1 (stereo not given)	2.6%	-14.9%	-5.1%
CNc1c(Br)cc(/C=C2\C=C(C(O)c3cc(Br)c(NC)c(Br)c3)c3ccccc32)cc1Br (stereo not given)	.	-29.2%	?
COc1ccc(CNC(=O)C2CCCN(Cc3nc(-c4cccc(C)c4)oc3C)C2)cc1 (stereo not given)	9.9%	13µM*	13µM*
O=C1Nc2ccccc2C(O)(C(=O)NCc2ccc3c(c2)OCO3)N1c1ccc(Cl)c(Cl)c1 (stereo not given)	1.0%	-12.1%	-29.1%
O=C(CCCOc1ccccc1)N1CCN(C(=O)c2ccco2)CC1	0.0%	-15.1%	-1.3%
COc1ccc(CCNC(=O)Cn2c(=O)c3sccc3n(CC(=O)Nc3cccc(C(F)(F)F)c3)c2=O)cc1OC	3.6%	-7.3%	-11.6%
O=C1CC(c2ccccc2)Cc2[nH]c(=O)c(C(=O)Nc3cccc(Cl)c3)cc21 (stereo not given)	3.8%	-26.6%	-18.1%
COc1ccc(OC)c(CNS(=O)(=O)c2ccc(-c3coc(C)n3)cc2)c1	6.6%	20.6µM*	?
CCCN(C(=O)c1nn(-c2ccc(C)cc2)c(=O)c2c1c1ccccc1n2C)c1ccccc1C	0.0%	?	?
COc1ccccc1C=C(C(=O)c1ccccc1)c1ccccc1	.	?	-25.4%
CC(C)c1ccc(/C=C/c2ccc(=O)n(C)n2)cc1	2.7%	-4.3%	12.4%

# Compounds from the list above with a COOH group (2):
compound	TDP1 block	TDP1 cell noCPT	TDP1 cell CPT
COc1ccc(C=C2SC(=S)N(CCCC(=O)Nc3ccc(C(=O)O)c(O)c3)C2=O)cc1OC	.	-6.3%	7.3%
COc1ccc2c(c1)c(/C=N/Nc1ccc(C(=O)O)cc1)c(C)n2C	10.3%	-15.3%	10.0%

# Remaining list, next part
compound	TDP1 block	TDP1 cell noCPT	TDP1 cell CPT
CC(=O)N(C(C)=O)c1nc(-c2ccccc2)cn1/N=C/c1cccc([N+](=O)[O-])c1	2.8%	-23.1%	2.2%
COc1ccc(S(=O)(=O)N2CCC(O)(c3ccc(Cl)cc3)CC2)cc1	3.2%	-28.3%	-16.6%
CNC(=O)c1cnn(-c2nc(-c3ccc(OC)cc3)cs2)c1C(F)(F)F	.	?	-19.4%
O=C(Cn1nc(-c2cccc([N+](=O)[O-])c2)c2ccccc2c1=O)Nc1cccnc1	8.0%	-2.1%	-10.7%
CCCCOc1ccc(NC(=O)Nc2nnc(C)s2)cc1	-1.3%	-20.3%	-28.0%
Cc1ccccc1C(=O)OC1OC(=O)C(Cl)=C1N1CCOCC1 (stereo not given)	2.3%	-26.3%	-5.5%
Nc1ncccc1C(=O)OCC(=O)NC1CCCCCC1	-8.4%	4.5%	-22.9%
CCc1cc(C(=O)OC)c(NC(=O)CCCC(=O)O)s1	4.0%	-4.5%	4.5%
O=C1Nc2ccccc2C12OCCO2	-2.1%	-16.7%	-14.0%
C/C(=N\O)c1ccc(N2C(=O)C3CC=C(Cl)CC3C2=O)cc1 (stereo not given)	2.8%[56.1 µM]	5.0%	0.3%
CC1(C)CC(=O)C(C(C2=C(O)CC(C)(C)CC2=O)c2cccs2)C(=O)C1 (stereo not given)	-7.3%	?	?
Cc1cnc(C(=O)OCC(=O)Nc2sc3c(c2C(N)=O)CCCC3)cn1	0.0%	-3.1%	-3.2%
O=C(CNCc1ccco1)Nc1ccc(N2CCCCCC2)cc1	3.7%	5.6%	-29.3%
CCCCn1c(-c2ccc(Cl)cc2)nc2c(=O)n(C)c(=O)[nH]c21	4.5%	-9.7%	-5.6%
Oc1c(C(c2ccc(F)cc2)N2CCN(Cc3ccccc3)CC2)sc2nc(-c3ccco3)nn12 (stereo not given)	2.6%	?	-26.3%

# Additional structures:
compound	TDP1 block	TDP1 cell noCPT	TDP1 cell CPT
CCS(=O)(=O)N1CCN(S(=O)(=O)c2ccccc2[N+](=O)[O-])CC1	2.4%	-1.7%	-9.0%
CCn1c(SCC(=O)C(C)(C)C)nnc1-c1ccccn1	0.0%	-18.3%	-17.2%
Cn1cccc1Cc1nnc(SCC(=O)N2CCc3ccccc32)n1CCc1ccccc1	10.9%	?	?
O=C(NCC(F)(F)F)c1csc([C@@H]2O[C@H](CO)[C@H](O)[C@H](O)[C@H]2O)n1	.	17.6%	4.6%
COc1ccc(NS(=O)(=O)c2ccc(O)c(NC(=O)c3ccc(S(=O)(=O)N4CCCCCC4)cc3)c2)cc1	3.5%	?	-25.5%
Cc1nc2cc(NC(=O)NC(C)(C)C)ccc2n1C	7.4%	6.3%	0.4%
COc1cccc(Nc2nnc(SCC(=O)N3CC(=O)Nc4ccccc43)s2)c1	1.2%	-29.2%	?
Cc1ccc2[nH]c(CNC(=O)c3ccccc3F)cc2c1	6.0%	-14.3%	6.5%
Cc1cc(=O)oc2cc(NC(=O)C3CCCC3)ccc12	0.0%	-12.0%	-12.2%
COc1ccc(C)cc1NC(=O)c1cc2ccccc2cc1OCC(=O)NCc1ccco1	-0.9%	?	-26.9%
CCNc1nc(-c2cc3ccccc3o2)cs1	7.1%	-28.7%	6.6%
COc1ccc(-c2noc(-c3ccccc3C(=O)Nc3cccnc3)n2)cc1OC	2.3%	?	-21.8%
COCCCNC(=S)N1CCN(Cc2ccc3c(c2)OCO3)CC1	-7.7%	7.8%	-24.4%
COc1ccc(CNC(=O)CCCn2nc(C)c([N+](=O)[O-])c2C)cc1OC	-2.7%	-8.1%	12.6%
COCC(=O)N/N=C(\C)CC(=O)Nc1ccccc1C(N)=O	5.2%	4.7%	-4.5%

# Next section.
compound	TDP1 block	TDP1 cell noCPT	TDP1 cell CPT
CCOC(=O)c1nnn(-c2ccccc2)c1C	0.0%	-11.3%	-4.3%
CCN(CC)S(=O)(=O)c1ccc(C)c(NC(=O)CNc2cccc(S(=O)(=O)N3CCOCC3)c2)c1	.	?	-3.7%
O=C(Cn1nnnc1-c1ccccc1F)Nc1ccc(OC(F)(F)F)cc1	2.3%	?	-26.9%
CC1=C(C(=O)NCc2ccc(Cl)cc2)C2(CCCCC2)OC1=O	0.0%	-25.5%	?
CC1C(=O)N2CCCc3cc(NC(=O)c4ccccc4C(F)(F)F)cc1c32 (stereo not given)	.	-28.9%	-18.4%
COC(=O)C1=C(C)NC(C)=C(C(=O)OC)C1c1ccc(-c2cc(Cl)ccc2Cl)o1	2.6%	-25.1%	1.8%
O=[N+]([O-])c1ccc(C[n+]2ccccc2)cc1	-2.6%	-2.0%	-9.7%
Cc1cc(C(=O)Nc2nnc(-c3ccccc3)s2)no1	7.7%	-14.8%	3.7%
N#CC1=C(N)Oc2n[nH]c(-c3ccccn3)c2C1c1c(F)cccc1Cl (stereo not given)	3.6%	-23.5%	-22.2%
COc1ccc(-c2nc3ccccc3s2)cc1NC(=O)c1cc2ccccc2o1	-1.1%	-17.7%	-11.0%
C/C(=N\OCC(=O)Nc1cc(C)cc(C)c1)c1ccc2c(c1)OCCO2	-0.6%	-10.1%	12.0%
COP(=O)(OC)c1ccc(NCc2cc(O)ccc2O)cc1	.	4.11µM*	4.61µM*
CCCC(=O)Nc1cccc(-c2nc3ccccc3o2)c1	6.5%	-9.3%	-7.6%
Cc1nn(C)c(C)c1CN(Cc1nc(-c2ccc(F)cc2F)oc1C)C1CC1	-6.0%	?	?
COCCCN1C(=O)C(CC(=O)NCCCN(C)C)CC(C(=O)N2CCOCC2)=C1C (stereo not given)	.	0.2%	-5.3%

# (more compounds)
compound	TDP1 block	TDP1 cell noCPT	TDP1 cell CPT
CN(CC(=O)Nc1cccnc1)S(=O)(=O)c1ccc(Br)cc1	-1.8%	-20.2%	-24.3%
O=[N+]([O-])c1ccc(NN=Cc2ccccc2)nc1	.	-1.8%	-3.8%
O=C(COC(=O)c1ccc(O)cc1O)c1ccc(Cl)cc1	-7.4%	-17.1%	-20.3%
CCCSc1nc2c(c(=O)n(C)c(=O)n2C)n1Cc1ccc(C)cc1	1.9%	16.4µM*	?
C=CCN(CC=C)CCCOc1ccc(Br)cc1Cl	-4.9%	-14.6%	-3.5%
CSc1nc2nc3c(cc2c(=O)n1-c1ccc(C)cc1)COC(C)(C)C3	4.2%	-7.7%	-20.8%
Cc1ccc(C2CCN(C(=O)Nc3ccc(Cl)c(Cl)c3)C2)cc1 (stereo not given)	-2.8%	25.9µM*	?
Cc1cccc(NC(=O)C2CC(O)CN2C(=O)OCc2ccccc2)c1 (stereo not given)	2.0%	-0.5%	1.1%
COc1ccc(C2=NS(=O)(=O)N(C)C(C(=O)N3CCCCC3)=C2)cc1OC	.	?	?
CC(=O)C1=C(O)C(=O)N(c2cc(C(C)(C)C)on2)C1c1ccc(C(C)C)cc1 (stereo not given)	2.0%	25.9µM*	?
O=C(OCc1cn([C@@H]2C[C@H](c3ccc(Cl)cc3)N(C(=O)C3CCCCC3)C[C@H]2O)nn1)c1ccccc1	.	?	-18.8%
O=C(NCC(c1cccs1)N1CCOCC1)c1cn(-c2ccccc2)nc1-c1ccc(Cl)cc1 (stereo not given)	.	?	?
CCOC(=O)CN1N=C(/C=C/c2ccc(OCC)cc2)CCC1=O	2.9%	-17.0%	17.1%
CCc1nnc(SCc2nc(-c3ccc(OC)c(OC)c3)oc2C)c2cc3sc(C)cc3n12	-2.6%	?	?
COc1ccccc1CCNC(=O)c1cc2ccccn2n1	5.3%	?	?
CCN1CCN(c2cc(C)c3cc(NC(=S)N4CCCCC4)ccc3n2)CC1	-2.3%	?	-49.7%
